Source: PubChem BioAssay
ERp5 block = ERp5 (human) disulfide isomerase inhibition. hit rate 0.05% among 350,000. Q15084. ERp5 insulin aggregation, absorbance 650 nm, 90 min. inhibition, % at 9.99 µM;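 active = mean replicate inhibition above about 25%, with every replicate also reaching it, limit read from the data, passing the limit was not always enough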
Target sequence (Q15084 whole entry, looked up): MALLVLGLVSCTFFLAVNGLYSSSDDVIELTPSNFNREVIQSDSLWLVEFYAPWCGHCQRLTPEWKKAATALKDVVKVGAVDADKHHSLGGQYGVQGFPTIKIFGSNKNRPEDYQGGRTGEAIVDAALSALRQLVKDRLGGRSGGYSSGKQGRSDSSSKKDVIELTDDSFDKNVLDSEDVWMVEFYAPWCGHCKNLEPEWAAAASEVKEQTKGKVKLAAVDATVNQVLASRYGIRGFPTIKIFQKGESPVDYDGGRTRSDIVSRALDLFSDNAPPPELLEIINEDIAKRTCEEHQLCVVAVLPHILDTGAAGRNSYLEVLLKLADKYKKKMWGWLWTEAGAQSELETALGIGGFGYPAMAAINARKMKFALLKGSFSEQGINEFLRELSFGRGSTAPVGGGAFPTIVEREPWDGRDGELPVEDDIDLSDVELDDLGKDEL
Casp6 inh = inhibitors of human caspase-6; P55212; purified caspase-6, Z-VEID-R110 cleavage fluorescence; inhibition, % at 12.5 µM; hit rate 0.53% among 350,000;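 active = mean inhibition across replicates at least about 35%, with every replicate also reaching that limit, limit read from the data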;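 note: 0% = median of neutral control wells and 100% = no fluorescence left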
Target sequence (P55212 24-179 limits assumed): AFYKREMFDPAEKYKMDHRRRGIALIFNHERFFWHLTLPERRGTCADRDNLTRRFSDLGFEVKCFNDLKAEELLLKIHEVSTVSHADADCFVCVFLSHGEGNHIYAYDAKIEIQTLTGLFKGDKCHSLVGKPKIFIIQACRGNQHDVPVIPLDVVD
Target sequence (P55212 194-293 limits assumed): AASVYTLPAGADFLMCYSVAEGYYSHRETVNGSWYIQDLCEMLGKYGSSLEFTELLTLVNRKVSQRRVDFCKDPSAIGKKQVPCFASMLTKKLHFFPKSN
ARNT TACC3 PPI = disrupts binding between human ARNT and TACC3; Q9Y6A5; AlphaScreen His-ARNT PAS-B/GST-TACC3 binding, luminescence; TACC3 fragment carries E629A point mutation; inhibition, % at 9.99 µM; hit rate 0.66% among 390,000; AID 623870;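 active = mean inhibition of replicates at least 50% and at least half of replicates each reaching 50%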;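 note: 0% = complete ARNT plus TACC3 wells and 100% = ARNT alone without TACC3; many hits fall short of the cut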
PglD inh = PglD (C. jejuni) enzyme inhibition. purified PglD enzyme, DTNB colorimetric CoA detection. inhibition, % at 12.5 µM. hit rate 0.098% among 360,000. AID 602405; in the data active = inhibition above about 16%, passing the limit was not always enough; note: strong numbers were not always called active
esBAF inh = inhibitors of esBAF chromatin remodeling in mouse ES cells; hit rate 2% among 350,000; reporter increase, % at 12.5 µM; AID 602393; Bmi1-luciferase knock-in reporter, 24 h; 100% = twice the neutral-well signal; in the data active = activation above about 40%;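 note: 0% = median of the plate's neutral control wells and 100% = double that signal; a rise in the Bmi1 reporter signal indicates esBAF inhibition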
E-selectin induc = E-selectin induction on HUVECs; HUVEC E-selectin immunofluorescence imaging; normalized: neutral wells 0, TNF-alpha wells 100; activation, % at 7.58 µM; hit rate 0.37% among 260,000; AID 686992;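 active = mean E-selectin-positive cell signal at least 10% of the positive control, reached in at least 60% of replicates, without over 20% cell loss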;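 note: in these data hits start at about 27%; measured in HUVEC primary endothelial cells; signal is the percent of cells scored E-selectin positive by PE staining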
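Test system – human umbilical vein endothelial cells (HUVEC), E-selectin induction · Input – 3,000 HUVEC seeded per well · Buffer or medium – EGM-2, gelatin · Compound dosing – single-point compound dose · Detection – immunofluorescence imaging · Measure – percent E-selectin-positive cells · Controls – TNF-alpha high, DMSO low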
RAD54 inh = RAD54 (human) branch migration inhibition. hit rate 0.14% among 360,000. RAD54 Holliday junction branch migration, FAM/BHQ fluorescence. inhibition, % at 10.4 µM;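 active = mean normalized replicate activity at least 40 and at least half of replicates scoring 40 or more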;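 note: 0% = median of neutral control wells and 100% = median of positive control wells; inhibitors cause a drop in the FAM fluorescence signal; in these data hits start at about 50%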
RAD52 anneal inh = inhibitors of human RAD52 DNA annealing | P43351 | recombinant RAD52 DNA annealing, FRET fluorescence | inhibition, % at 18.7 µM | hit rate 0.46% among 360,000 | AID 651710;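 active = every replicate showing at least 50% inhibition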
Starred values were filed as active, the others as inactive; x = not tested or not shown. Outcome played no part in choosing rows (roughly 3.2% active in at least one column).

structure	ARNT TACC3 PPI	RAD54 inh	RAD52 anneal inh	Casp6 inh	ERp5 block	PglD inh	E-selectin induc	esBAF inh
O=C(Nc1cc(F)ccc1F)N[C@H]1CC[C@@H](CCNC(=O)c2cnccn2)O[C@@H]1CO	-4	-2	2	-2	6	0	-0.5	1
CC(=O)N1[C@@H]2c3cccc(=O)n3C[C@@H]2[C@@H](CO)[C@@H]1C(=O)N[C@H](C)c1ccccc1	-8	-8	5	0	-9	-1	0.0	-1
C[C@@H]1CCCCO[C@@H](CN(C)Cc2ccc(Cl)c(Cl)c2)[C@H](C)CN([C@@H](C)CO)C(=O)c2cc(NC(=O)CCC(F)(F)F)ccc2O1	0	1	-168	0	-1	2	-0.2	-1
O=C(NCc1ccc(F)cc1)C1CCCN(C(=O)NCc2ccccc2)C1 (centres undefined)	x	2	16	x	5	0	x	-4
COc1cccc(S(=O)(=O)N[C@@H]2CC[C@@H](CC(=O)NCc3ccc(F)cc3)O[C@H]2CO)c1	7	1	-9	2	0	2	-0.7	2
CC1SC(c2ccc(F)cc2)N(CCc2ccccc2)C1=O (centres undefined)	-5	-9	-24	-2	-5	-3	0.3	15
CCOC(=O)C1(Cc2ccccc2)CCN(Cc2cccc3nccnc23)CC1	x	0	1	1	-2	-6	x	-8
O=[N+]([O-])c1ccc(Sc2nc3ccccc3[nH]2)c(Cl)c1	x	x	-10	5	-10	x	-0.2	x
CN1CCC(N(C)C(=O)Cc2ccccc2[N+](=O)[O-])CC1	4	6	-20	x	4	-9	4.2	-5
COc1ccc(NC(=O)c2cc(S(=O)(=O)N(Cc3ccccc3)c3ccccc3)ccc2Cl)cn1	-18	x	-70	-2	4	x	x	x
CC(=O)OC(Cn1ccnc1)c1ccccc1 (centres undefined)	-1	2	x	x	x	3	x	-6
CC(/C=C/c1cccc([N+](=O)[O-])c1)=N/NC(=O)c1cccnc1	-5	0	-10	-1	-4	3	x	x
CNC(=O)CCCc1nc(-c2ccccc2Cl)no1	1	8	1	1	5	24*	x	1
CC(OC(=O)c1oc2ccccc2c1COc1ccccc1)C(N)=O (centres undefined)	-5	x	-15	2	2	x	x	x
CN1CC=C2C(C#N)=C(N)C(C#N)(C#N)C(c3ccsc3)C2C1 (centres undefined)	2	-29	x	x	x	5	x	-5
O=C(COc1cc(Cl)ccc1Cl)Nc1ccc2c(c1)CCC2	-20	x	-20	-3	0	x	-0.4	x
COc1ccc2c(c1)C(C)(CCN)C(=O)N2C (centres undefined)	-2	2	-8	-3	4	-1	-0.1	5
CCCc1nnc(SCC(=O)N2CCCCC2C)n1CC1CCCO1 (centres undefined)	-4	12	x	x	x	-1	x	0
CSCC(C)N1CCC(CO)(CCCc2ccccc2)CC1 (centres undefined)	2	x	-10	-2	-6	x	0.2	x
CC(=O)Nc1cc(-c2ccc(C(=O)NC3CC3)cc2)cn2c(-c3cccc(C(C)=O)c3)cnc12	x	-5	-39	6	-4	3	0.1	9
Cc1cnc(C)c(Nc2nc(C(N)Cc3ccc(F)cc3)cs2)n1 (centres undefined)	x	8	45	2	-2	-2	0.1	0
COc1ccccc1N1CCN(CC(=O)Nc2ccc(C)c(F)c2)CC1	7	2	x	x	x	-2	x	-5
CCC(=O)Nc1ccc2c(c1)C(=O)N(C)[C@@H]1CC[C@@H](CC(=O)NCCc3ccncc3)O[C@H]1CO2	5	5	0	-2	1	2	0.3	-6
Cc1ccccc1NC(=S)c1nc2ccccc2[nH]1	49*	4	-24	1	1	1	1.1	49*
CO/N=C(/C)CCS(=O)(=O)c1ccccc1	-7	x	-18	-2	-4	x	x	-8
COC(=O)c1sc(S(=O)(=O)Nc2c(C)nn(C)c2C)c(C(=O)OC)c1C	1	2	-7	2	2	3	0.0	-2
COc1ccc(NC(=O)CN(C)C(=O)c2cccc(Oc3ccccc3)c2)cc1	-3	-9	-44	0	0	3	0.8	5
O=C(OCC(=O)N1CCCc2ccccc21)c1ccc(Br)o1	10	0	x	x	x	-5	x	2
Cc1cc(NC(=O)CSc2ncnc3c2cnn3-c2cccc(Cl)c2)no1	-4	-7	-9	3	-6	-1	x	-1
O=C(c1ccc(-c2ccc([N+](=O)[O-])cc2Cl)o1)N1CCOCC1	-7	x	4	0	-8	x	x	x
COc1ccc(NC(=O)Nc2ccccc2C)c(OC)c1	1	1	x	x	x	-6	x	2
CCn1nc(C)c(NC(=O)CSc2nnc(-c3ccco3)n2C)c1C	-1	6	x	x	x	0	x	1
C[C@@H]1CN([C@@H](C)CO)C(=O)c2cccc(NC(=O)Nc3ccc4c(c3)OCO4)c2O[C@@H]1CN(C)C(=O)Nc1cccc2ccccc12	x	2	3	0	-4	0	0.0	-4
CNC(=O)CSc1nnc(CCc2ccccc2)n1-c1ccccc1	0	-2	x	x	x	-1	x	-9
Cc1cc(C)n2nc(C(=O)N/N=C/c3ccc(Cl)cc3)nc2n1	1	x	-20	x	4	x	-0.1	x
O=C(O)Cc1cccc(=O)c(O)c1C(=O)O	93*	3	x	x	x	1	x	3
Cc1ccc(SC[C@H](C)CN2CC[C@H](C(C)(C)C)CCC2=O)cc1	x	4	-5	2	-2	0	x	-5
O=C(C[C@H]1C=C[C@@H](NC(=O)CC2CC2)[C@H](CO)O1)NCc1ccc(Cl)cc1	-6	5	5	-4	5	8	1.0	0
COC(=O)c1ccc2c(=O)n(-c3ccccc3)c(SCN3C(=O)c4ccccc4C3=O)nc2c1	1	-1	7	0	5	-5	x	-9
COC(=O)Nc1sc2c(c1C(N)=O)CCC(C)C2 (centres undefined)	7	x	-20	0	-6	x	2.6	x
CCCCCCCN1C=CC(=O)CC1	-1	-1	-3	0	-3	-1	-0.1	-6
O=c1cc(-c2cccc(F)c2)oc2ccccc12	-11	-1	5	-4	4	0	0.0	51*
NC(=O)[C@@H]1CCCN1Cc1nc(Cc2ccccc2F)no1	-4	6	-1	1	6	0	0.1	-5
O=C(CNS(=O)(=O)c1ccc(Br)cc1Cl)OCC(=O)N1CCCC1=O	-11	8	-1	-4	5	4	x	1
C=CC#CC1(O)CC(C)[N+](C)(C)CC1C (centres undefined)	2	x	-19	6	0	x	x	x
Cc1ccc(OCC(O)CN2CCOCC2)c(C)c1 (centres undefined)	6	-9	-7	-1	3	6	x	6
O=C(C[C@H]1CC[C@H](NS(=O)(=O)c2ccccc2)[C@@H](CO)O1)NCc1ccc(Cl)c(Cl)c1	x	-5	7	1	-1	-1	-0.6	-5
C[C@@H]1CCCCO[C@H](CN(C)C)[C@H](C)CN([C@H](C)CO)C(=O)c2cc(NS(=O)(=O)c3cccs3)ccc2O1	-9	-3	-14	2	3	1	-0.3	0
Cc1ccc(NCCC(=O)c2ccc(Cl)cc2)cc1	0	-16	x	x	x	0	x	19
Cc1noc(C)c1NC(=O)Nc1ccc2c(c1)C(=O)N([C@H](C)CO)C[C@@H](C)[C@@H](CN(C)S(=O)(=O)c1ccccc1)OCCCC[C@H](C)O2	0	-2	18	1	1	1	0.1	1
N#C[C@H]1[C@@H](c2ccccc2-c2cccc(F)c2)[C@H](CO)N1C(=O)CN1CCOCC1	x	x	-7	0	0	x	-0.1	x
COC(=O)[C@]1(Sc2ccc(OC)cc2)CC(=O)N[C@@H]1c1ccccc1	x	x	-25	3	-5	x	6.1	x
CO[C@@H]1CN(C)C(=O)c2cc(NC(=O)C3CC3)ccc2OC[C@H](C)N(Cc2cncnc2)C[C@H]1C	2	4	-4	-5	-2	-2	-0.2	-2
CCOC(=O)C1=C(CC)Nc2ccccc2N/C1=N\S(=O)(=O)c1ccccc1OC	x	2	-6	-4	0	-2	0.0	2
CNC[C@@H]1Oc2ccc(N(C)C)cc2CC(=O)N([C@H](C)CO)C[C@@H]1C	-11	-4	-10	2	4	3	-0.2	2
CC(NCC(=O)NC(=O)NCCC1=CCCCC1)c1ccc(S(N)(=O)=O)cc1 (centres undefined)	-2	0	-18	-2	0	2	x	-2
O=C(Oc1ccc2ccccc2c1)C1CCC1	26	-1	2	-2	3	-10	x	1
O=S(=O)(Nc1ccc2c(c1)OCCO2)c1cccs1	-18	4	-8	0	21	2	x	-12
CCC1CCCCN1CCCNC(=O)C1CCN(c2ncnc3c2nc2n3CCCCC2)CC1 (centres undefined)	-10	-8	6	-9	-2	10	x	-1
COc1ccc(NC(=O)Nc2c(O)ccc3ccccc23)cc1	4	x	-3	8	5	x	-0.2	x

The results go on.
structure	ARNT TACC3 PPI	RAD54 inh	RAD52 anneal inh	Casp6 inh	ERp5 block	PglD inh	E-selectin induc	esBAF inh
O=C1CN(S(=O)(=O)c2cccc(C(=O)O)c2)c2ccccc2N1	-9	x	-5	8	1	x	x	1
COc1ccc([Si](C)(C)[C@H]2[C@H](CCn3cc([C@H](O)c4ccccc4)nn3)O[C@@]3(C(=O)N(C)c4ccccc43)[C@@H]2C)cc1	9	1	18	-1	0	-5	x	x
Clc1ccc(C2CC(c3cccs3)n3ncnc3N2)cc1 (centres undefined)	x	6	-26	3	-5	1	3.7	x
CCN(C(=O)CSc1n[nH]c(-c2cc(Cl)ccc2OC)n1)C1CCS(=O)(=O)C1 (centres undefined)	3	16	-12	0	-6	4	4.7	1
Cc1ccc(S(=O)(=O)N[C@H]2CC[C@H](CCn3cc(-c4ccccc4F)nn3)O[C@@H]2CO)cc1	-2	-4	3	0	3	2	1.2	-10
COc1ccc(NC(=O)Nc2ccc3c(c2)C(=O)N([C@@H](C)CO)C[C@H](C)[C@@H](CN(C)S(=O)(=O)c2cccs2)OCCCC[C@H](C)O3)cc1	20	6	-15	-1	0	2	2.5	-5
COc1ccc(Nc2oc(-c3ccc(Cl)cc3)nc2C#N)cc1	-11	-3	x	x	x	10	x	58*
COc1ccccc1NC(=O)N[C@H]1CC[C@@H](CCn2cc(-c3ccccc3)nn2)O[C@H]1CO	11	-9	2	-1	1	0	0.3	-4
CO[C@@H]1CN(C)C(=O)c2cc(NC(=O)c3ccccc3)ccc2OC[C@@H](C)N(C(C)=O)C[C@@H]1C	-5	-13	13	x	-1	-2	-0.1	-1
CC1(C)CC(CC(=O)Nc2nccs2)(c2ccccc2)CCO1 (centres undefined)	3	8	-4	2	2	-1	x	-1
